Compound activity (PubChem BioAssay)
CHO parental Ca: signal in parental CHO cells, OX1R antagonist counter-screen | parental CHO-K1, ATP-induced calcium, Fluo-8 fluorescence | inhibition, % at 5.6 µM | actives 0.63% (n = 330,000);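 active = inhibition above that plate's mean sample inhibition plus 3 SD, cut at about 26% in these data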;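 also: 0% = ATP-challenged DMSO wells and 100% = DMSO wells without ATP; some compounds past the cut are filed as inactive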
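test system = CHO parental line | reagent = ATP stimulus | measured by = intracellular calcium via Fluo-8 no-wash fluorescent dye | control set = ATP and no-ATP DMSO wells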
OXTR potentiator: human OXTR potentiation. AID 2445. CHO-OTR cells, Fluo-8 calcium fluorescence, potentiator mode; 0% = oxytocin EC15, 100% = EC100. actives 0.061% (n = 320,000). P30559. activation, % at 3 µM;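 active = activation above that plate's cutoff, the mean activation of tested compounds plus 3 SD, cut at about 6.6% in these data, passing the limit was not always enough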;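 also: 100% uses oxytocin at 75 nM as the full agonist control; some results filed as inactive read as strong as hits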
Target sequence (P30559 whole entry, looked up): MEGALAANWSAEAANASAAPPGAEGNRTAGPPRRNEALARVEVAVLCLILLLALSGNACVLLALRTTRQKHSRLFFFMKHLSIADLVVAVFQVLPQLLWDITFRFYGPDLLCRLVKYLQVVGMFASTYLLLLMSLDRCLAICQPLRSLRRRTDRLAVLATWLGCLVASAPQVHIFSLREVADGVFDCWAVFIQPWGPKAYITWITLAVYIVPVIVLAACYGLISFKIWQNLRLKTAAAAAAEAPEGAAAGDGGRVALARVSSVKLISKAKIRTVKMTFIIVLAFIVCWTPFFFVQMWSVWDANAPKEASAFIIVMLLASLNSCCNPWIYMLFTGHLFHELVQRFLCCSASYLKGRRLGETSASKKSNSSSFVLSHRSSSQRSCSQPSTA
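Assay system: CHO cell line stably expressing human OTR. Reagent: EC15 oxytocin agonist. Dosing: single dose, 3.0 µM nominal final compound concentration. Timing: compound 6 min at room temperature before oxytocin, 100 s read. Signal: kinetic Fluo-8 calcium fluorescence. Controls: oxytocin EC15 low and EC100 high.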
TAAR1 antagonist: antagonists of human TAAR1 | Q96RJ0 | CHO RD-HGA16 TAAR1, Fluo-8 calcium fluorescence, antagonist | inhibition, % at 3 µM | actives 1.5% (n = 360,000) | AID 624466;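 active = inhibition above a per-plate cutoff, the mean inhibition of test compounds on that plate plus 3 SD, cut at about 49% in these data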;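 also: 0% = DMSO plus EC80 beta-PEA response and 100% = DMSO alone without agonist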
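System: CHO RD-HGA16 cells bearing hTAAR1. Reagent: EC80 β-phenethylamine stimulus. Schedule: seeding 17-24 h prior, 75-min 37 °C, 30-min RT dye loading. Signal: Fluo-8 intracellular calcium dye fluorescence, real-time kinetic reads. Read-out: % inhibition from peak post-agonist over basal fluorescence ratio. Benchmarks: vehicle wells and EC80 agonist wells. Replicates: n of 1.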
M1 PAM parental: nonselective activator or artifact in parental CHO-K1 calcium assay; ATP EC20, Fluo-8 calcium fluorescence; 0% at ATP EC20, 100% at ATP max; activation, % at 3 µM; actives 0.02% (n = 360,000);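 active = activation above the run cutoff, the mean activation of all test compounds plus 3 SD, cut at about 40% in these data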;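 also: peak over basal fluorescence ratio in a 140 s read after ATP addition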
V1R ag counter: counter-screen for oxytocin receptor agonists: human V1a receptor agonists; P37288; AID 2797; CHO-V1R cells, Fluo-8 calcium fluorescence, agonist mode; 0% DMSO, 100% 3 nM vasopressin; actives 0.25% (n = 320,000); activation, % at 3 µM;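 active = activation above the mean activation of all tested compounds plus 3 SD, per screening run, cut at about 20% in these data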;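 also: signal is peak over basal fluorescence ratio across a 100 second FLIPR read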
Target sequence (P37288 whole entry, looked up): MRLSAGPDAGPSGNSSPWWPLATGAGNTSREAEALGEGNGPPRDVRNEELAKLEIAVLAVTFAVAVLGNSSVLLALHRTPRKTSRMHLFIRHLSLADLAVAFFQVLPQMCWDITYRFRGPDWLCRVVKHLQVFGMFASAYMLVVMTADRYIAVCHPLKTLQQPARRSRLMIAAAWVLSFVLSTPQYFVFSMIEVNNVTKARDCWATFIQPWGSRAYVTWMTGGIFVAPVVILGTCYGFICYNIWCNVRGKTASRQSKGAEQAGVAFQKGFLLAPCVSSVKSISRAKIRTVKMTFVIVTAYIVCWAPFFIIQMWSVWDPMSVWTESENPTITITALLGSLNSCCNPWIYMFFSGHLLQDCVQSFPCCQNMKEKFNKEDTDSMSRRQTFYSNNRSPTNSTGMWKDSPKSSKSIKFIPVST
TAAR1 agonist: human TAAR1 agonism; Q96RJ0; CHO RD-HGA16 TAAR1, Fluo-8 calcium fluorescence; vehicle wells 0%, saturating PEA agonist 100%; activation, % at 3 µM; actives 0.99% (n = 360,000);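 active = activation above the mean activation of all test compounds in the run plus 3 SD, cut at about 38% in these data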
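System: CHO-derived RD-HGA16 cells with stable Gα16 and human TAAR1 / Times: 17-24 h plating, Fluo-8 75 min 37 °C, 30 min RT / Technique: calcium-sensitive Fluo-8 signal, excitation 470-495, emission 515-575 nm / Measure: % activation relative to PEA EC100 response / Benchmarks: DMSO and PEA EC100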
CHO-K1 Ca antag: counter-screen for M1 antagonists: effect in parental CHO-K1 cells; ATP-induced calcium, Fluo-8 fluorescence; inhibition, % at 3 µM; actives 0.6% (n = 360,000); AID 602250;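 active = inhibition above a per-plate cutoff, the plate's mean sample inhibition plus 3 SD, cut at about 24% in these data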;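 also: 0% = DMSO plus EC80 ATP and 100% = DMSO alone without ATP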
CHO-K1 Ca ag: counter-screen for M1 agonists: effect in parental CHO-K1 cells; AID 602248; Fluo-8 calcium fluorescence; scaled to maximal ATP response, vehicle zero; actives 0.48% (n = 360,000); activation, % at 3 µM; in the data active = activation above about 15%;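 also: untransfected CHO-K1 host cells lacking M1 receptor as counterscreen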
M1 ag: human M1 muscarinic receptor agonism; AID 588814; activation, % at 3 µM; P11229; actives 0.33% (n = 360,000); CHO-K1 hM1, Fluo-8 calcium fluorescence, agonist mode; 0% DMSO, 100% acetylcholine EC100;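 active = activation above the run's mean compound activation plus 3 SD, cut at about 16% in these data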;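 also: peak over basal fluorescence ratio within a 140 s kinetic read after compound addition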
Active calls of the source: *; . = not tested or not shown.

SMILES	CHO parental Ca	OXTR potentiator	TAAR1 antagonist	M1 PAM parental	V1R ag counter	TAAR1 agonist	CHO-K1 Ca antag	CHO-K1 Ca ag	M1 ag
COc1ccc2nc(SCC(=O)NC(C)C)[nH]c2c1	-8	-7	-13	6	2.4	5	4	0.0	1
COc1cccc(C(=O)N2CCN(C(=O)C3CCCO3)CC2)c1 (stereo unspecified)	-11	1	-15	-16	0.6	6	-4	-0.1	-2
CC1CN(C(=O)c2ccccc2Oc2ccccc2)CC(C)O1 (stereo unspecified)	10	-16	10	2	0.3	13	13	12	-10
Cc1cccc(OCC(=O)NCC(=O)N/N=C/c2ccc(O)cc2O)c1	-1	5	-9	-3	-0.1	5	-5	0.6	-3
CC(C)C[C@H]1CN(CCCC[C@H]2CNC(=O)C(=O)N2CC2CCCCC2)C(=O)C(=O)N1CC1CCCCC1	.	.	0	6	.	-1	-26	0.4	.
CC(C)N(C(=O)CSc1nc2ccccc2n1Cc1ccc(F)cc1)C(C)C	-13	-20	-2	1	-1.7	3	10	0.6	-3
CCOc1ccc(-c2nnn(CC(=O)c3ccc4c(c3)OCCO4)n2)cc1	-12	-9	3	16	2.3	5	-19	1.7	-3
COc1ccc(C)cc1NC(=O)CN1CCN(c2ccccc2F)CC1	-26	-12	18	0	-1.8	15	7	0.0	-3
C[C@]12c3[nH]c4ccc(Cl)cc4c3CCN1C(=O)[C@@H](CC(=O)NCC13CC4CC(CC(C4)C1)C3)C[C@@H]2C(=O)N1CCOCC1	3	.	38	6	.	9	-6	0.8	-5
CCOCCn1c(=O)c2c(nc3n2CC(C)CN3Cc2ccccc2)n(C)c1=O (stereo unspecified)	1	-12	-18	4	0.0	13	-3	6.5	-3
CCn1c(=O)cc(OCC(=O)NCCc2ccc(OC)c(OC)c2)c2ccccc21	-1	1	14	8	0.2	0	-3	0.5	-7
Cc1cccc(OCC(=O)N2CCN(C(=O)Cc3ccccc3)CC2)c1	-17	-5	-9	3	0.1	1	-6	0.8	-3
Cc1ccc(C(=O)C(OC(=O)COc2ccccc2C)c2ccccc2)cc1 (stereo unspecified)	11	-23	9	-2	7.4	0	18	1.2	-3
Cc1ccc(NC(=O)CSc2nc3[nH]c(=O)cc(O)c3s2)c(Br)c1	-10	0	-23	7	0.4	1	-9	-0.2	-3
CCOC(=O)c1ccc(NC(=O)C2=C(C)Nc3nc(CCCO)nn3C2c2cccc(C)c2)cc1 (stereo unspecified)	-11	-8	-25	12	-1.0	3	-8	0.2	-5
O=C1CC(c2cccs2)c2cc3c(cc2N1)OCO3 (stereo unspecified)	-3	2	-19	16	-0.1	9	-9	0.6	-3
CNS(=O)(=O)c1ccc(C)c(S(=O)(=O)NC)c1	-3	-3	-22	-10	0.0	4	11	-0.1	-3
O=C(COc1c(Cl)cc(Cl)cc1Cl)c1ccc(Cl)cc1	2	4	-29	22	-0.1	1	2	8.7	-7
C[C@@H]1CN([C@H](C)CO)C(=O)CCCn2nncc2CO[C@H]1CN(C)Cc1ccc2c(c1)OCCO2	.	.	-14	16	.	0	-1	0.7	-11
O=C(CCN1CCN(c2ccccc2)CC1)NNC(=S)Nc1ccccc1	-12	-11	-14	9	0.2	7	3	0.7	-3
CC(=O)NC(CC(=O)Nc1ccc(S(=O)(=O)N2CCCCC2)cc1)c1ccccc1 (stereo unspecified)	-12	-1	12	21	-0.1	11	-1	0.7	-3
CC1CCc2sc(-c3n[nH]c(=S)o3)cc2C1 (stereo unspecified)	-17	-11	7	-3	0.5	-1	0	0.0	-3
O=C1CSC(=S)N1CC1CCCO1 (stereo unspecified)	-14	-6	-2	13	1.6	0	-24	0.6	-3
O=C(NN1C(=O)C2C3C=CC(C4CC34)C2C1=O)c1ccc(Br)cc1 (stereo unspecified)	-2	-2	6	9	0.7	0	-20	1.8	-2
Cc1ccc(C(O)c2ncc(-c3ccccc3C)[nH]2)cc1 (stereo unspecified)	.	.	-27	19	.	4	2	0.8	2
The listing continues:
SMILES	CHO parental Ca	OXTR potentiator	TAAR1 antagonist	M1 PAM parental	V1R ag counter	TAAR1 agonist	CHO-K1 Ca antag	CHO-K1 Ca ag	M1 ag
O=C(CCC(=O)N1CCCC(Nc2ccccc2)C1)c1ccc(F)cc1 (stereo unspecified)	-20	1	-13	16	2.5	4	-16	3.2	-2
CC1CCc2c(sc3ncn(CCO)c(=O)c23)C1 (stereo unspecified)	-12	-5	-19	7	0.0	6	-7	4.0	3
COc1ccc(C2CC(c3ccccc3)=NN2C(=O)CN2N=NC3C(=O)N(c4cccc(F)c4)C(=O)C32)cc1 (stereo unspecified)	-4	-3	-10	5	2.1	4	-3	0.7	-3
CCOCc1nnc(NC(=O)c2cc(OC)c(OC)cc2[N+](=O)[O-])s1	3	1	15	-6	-0.6	0	5	-0.2	4
COc1ccc(CCNC(=O)c2nc(-c3cccs3)no2)cc1OC	4	-14	10	1	11	12	-4	10	0
Nn1c(Cc2ccccc2F)nnc1SCC(=O)N1CC(=O)Nc2ccccc21	9	-3	-4	24	1.5	5	-11	0.8	-4
CCn1c(C)c2c([n+]1CC)CC(C)(C)CC2=O	-4	1	11	14	0.7	4	-24	0.8	-10
Cn1c(SCC(=O)Nc2ccc3nc(SCC(=O)NC4CC4)sc3c2)nnc1-c1ccccc1	-4	-3	-4	18	0.9	1	-6	0.0	-7
COC(=O)N/N=C/c1c(C)nn(-c2cccc(Cl)c2)c1Cl	-6	-10	0	24	-0.8	0	-14	0.1	-4
CC(C)Oc1cc(F)ccc1-c1cc(C(=O)NCC2CCCCC2)[nH]n1	.	.	7	14	.	0	-11	0.2	-7
C/C=C/c1ccc(OCCCCN2C(=O)NC(C)(C)C2=O)c(OC)c1	-10	-8	1	16	0.4	5	-23	2.6	-4
COc1cc(/C=N\NC(=O)c2ccc(-c3ccccc3)cc2)ccc1OCC(N)=O	.	.	42	17	.	5	-16	1.0	-4
Cc1ccc(C)c(S(=O)(=O)NCc2ccc(C(=O)N3CCOCC3)cc2)c1	-1	1	-9	-7	0.9	1	3	0.6	1
CCCN1CCN(CC(=O)Nc2nncs2)CC1	-5	-6	-12	17	0.3	0	-12	2.9	-5
Cc1ccc2nc(N(CCCN(C)C)C(=O)CS(=O)(=O)c3ccccc3)sc2c1	-23	-1	0	6	0.7	4	1	1.4	-7
C=C(C)CN1C(=O)c2ccccc2C1=O	4	2	-19	17	0.8	6	-27	0.3	0
Cc1cc(C)c(C)c(OCC(=O)NCC2CCCO2)c1 (stereo unspecified)	-15	-9	-26	9	-0.5	1	0	0.2	-3
Cc1ccc(S(=O)(=O)N2CCN(Cc3nc4ccccc4n3C)CC2)cc1	-9	-8	11	21	0.8	5	-21	3.3	-9
CN(C(=O)c1ccc(N2CCOCC2)c([N+](=O)[O-])c1)C1CCCCC1	-7	1	-6	12	-0.3	2	-2	0.6	-3
CS(=O)(=O)NN1C(=O)c2ccccc2NC12CCCC2	-8	0	4	-5	1.4	2	1	-0.1	-6
NC(=O)CSc1nc2sc3c(c2c2ncnn12)CCCC3	-4	-7	7	20	1.6	3	-14	1.8	-3
COC(=O)CN(c1cccc(F)c1)S(C)(=O)=O	7	-18	-7	10	-0.5	6	-7	0.4	-2
CC(=O)O[C@H](COc1c2ccoc2cc2oc(=O)ccc12)C(C)(C)O	-10	-1	0	16	-0.1	11	-16	0.0	-1
CCOC(=O)c1sc2nccc(N(C)C)c2c1N=CNOC	-26	-6	-8	12	-1.2	11	-2	1.1	-5
O=[N+]([O-])c1ccccc1N/N=C\c1ccccc1Cl	-5	-5	-5	17	-0.2	13	-9	0.6	-2

Full records, quoted from the list. Order of screens: CHO parental Ca, OXTR potentiator, TAAR1 antagonist, M1 PAM parental, V1R ag counter, TAAR1 agonist, CHO-K1 Ca antag, CHO-K1 Ca ag, M1 ag
Cc1ccc(S(=O)(=O)N2CCN(Cc3nc4ccccc4n3C)CC2)cc1 is listed as -9, -8, 11, 21, 0.8, 5, -21, 3.3, -9
Cc1ccc2nc(N(CCCN(C)C)C(=O)CS(=O)(=O)c3ccccc3)sc2c1 is listed as -23, -1, 0, 6, 0.7, 4, 1, 1.4, -7
CCOC(=O)c1sc2nccc(N(C)C)c2c1N=CNOC is listed as -26, -6, -8, 12, -1.2, 11, -2, 1.1, -5

Next records.
SMILES	CHO parental Ca	OXTR potentiator	TAAR1 antagonist	M1 PAM parental	V1R ag counter	TAAR1 agonist	CHO-K1 Ca antag	CHO-K1 Ca ag	M1 ag
Cc1ccc(C)c(S(=O)(=O)N2CCCC2CNC(=O)C(=O)NC2CCCCCC2)c1 (stereo unspecified)	-40	2	-27	-21	-1.2	-1	14	-0.4	-4
O=C(NNC1=NCCC1)c1cccc(S(=O)(=O)N2CCOCC2)c1	-2	0	-14	25	0.7	5	-10	0.8	-8
CCn1c(CCNC(=O)c2ccc(OC)c(OC)c2)nc2ccccc21	-7	-12	-22	20	0.8	8	-4	1.6	-4
CCN1C(=O)c2n[nH]c(C(=O)OC)c2C1=O	-14	3	-7	3	0.0	6	-3	0.0	-3
COC(=O)c1ccc(COC(=O)CNC(=O)c2ccc(-c3ccccc3)cc2)cc1	-18	-5	-13	26	1.2	6	-10	2.1	-6
Fc1ccc(Cn2nnc3ccccc32)cc1	-5	-3	.	7	-1.1	.	-9	1.7	-7
COCC(C)n1c(SCC(=O)Nc2cccnc2Cl)nc2ccccc2c1=O (stereo unspecified)	.	.	-15	13	.	-2	-8	0.1	-1
N/C(=N\OC(=O)CCCc1ccccc1)c1cccc([N+](=O)[O-])c1	-14	-7	-16	7	0.2	2	-7	0.7	-4
CN(Cc1nc2ccccc2s1)C(=O)c1ccc(F)cc1	-11	2	-6	3	5.1	-4	-7	0.3	-2
COc1ccccc1CCNC(=O)c1c(C)nn(CC(C)C)c1Cl	-15	-8	-1	-5	-0.7	-2	3	1.7	-4
CCc1ccc2c(c1)NC(=O)C2(C)Cc1ccc(C(F)(F)F)nc1 (stereo unspecified)	.	.	-39	16	.	1	-13	0.5	-2
Cc1cc(O)cc(O)c1C(=O)Cc1ccccc1	-6	-5	-3	19	4.8	9	-11	2.8	-4
CCCCCCC(=O)Nc1nc(C)c(-c2csc(Nc3ccc(Cl)cc3)n2)s1	-4	-6	.	24	-0.5	.	-19	1.0	-4
O=C(CSc1nc2ccccc2[nH]1)N1CCN(C(=O)c2ccco2)CC1	-15	-5	2	10	1.6	9	-5	0.2	-2
